Screens from PubChem.
EPAC2 antag: blocks human EPAC2 exchange factor; Potency, µM (titrated, usually from 114 µM), inactives show top-dose activity, negative = inhibition, hits mostly inhibitors; EPAC2 GEF exchange of Rap1B-BODIPY-GDP, fluorescence; Q8WZA2; hit rate 0.18% among 360,000; also: % is scaled to controls: 0 for no effect and ±100 for the full control effect; nearly all actives have a fitted effect of over 45% in size; many of its hits are not listed in these tables
FUS yeast rescue: suppressors of FUS proteinopathy in yeast; S. cerevisiae FUS-expressing, growth rescue, OD600, 24 h; Potency, µM (series often up to 76.6 µM), for inactives: at the top dose growth rescue (activation), usual class: activators; hit rate 0.24% among 390,000; AID 1347120;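 also: plate controls were DMSO vehicle for no effect and reference control for full effect; nearly all actives have a fitted effect of over 55% in size; some results filed as inactive show a strong effect at the top dose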
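S. cerevisiae expressing FUS from galactose induction served as the toxicity model. Growth after 24hr at 30C, read as absorbance at 600 nm, indicates suppression of toxicity; compounds dosed at several concentrations.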
EPAC2 ag: EPAC2 (human) agonism; Q8WZA2; EPAC2 activation, biochemical qHTS; response scale: 100% = 6.5 mM cAMP response; Potency, µM (doses to about 154 µM), inactives show at the top dose activation, actives largely listed as activators; hit rate 0.079% among 360,000; AID 720711; also: nearly all actives have a fitted effect of over 50% in size
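Setup: EPAC2 100 nM, labeled Rap1B complex 250 nM, free GDP 50 uM. Compound titrations pinned in, brief spin, 5 min room temperature incubation. Kinetic fluorescence read over 30 min, normalized to 6.5 mM cAMP.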
TDP-43 yeast inh: inhibitors of TDP-43 toxicity in yeast; TDP-43 expressing yeast growth rescue, BacTiter-Glo, 24 h; Potency, µM (series often up to 46.1 µM), for the others: at the top dose growth rescue (activation), most hits filed as activators; hit rate 1.8% among 410,000; also: % of control where 0% means no effect; nearly all actives have a fitted effect of over 50% in size
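In this qHTS, compounds that restore growth of yeast expressing TDP-43 appear as activators. Cells (OD600=0.02, galactose medium, raffinose-pregrown) are incubated with compound 24 hr at 30 deg C and growth is quantified by BacTiter-Glo.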
EPAC1 antag: blocks human EPAC1 exchange factor; O95398; EPAC1 GEF assay, Rap1b-BODIPY-GDP exchange fluorescence; Potency, µM (doses to about 115 µM), without a hit: at the highest dose activity change, negative = inhibition, usual class: inhibitors; hit rate 0.14% among 360,000; AID 720709;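 also: plate controls were vehicle for no effect and positive control for full effect; nearly all actives have a fitted effect of over 50% in size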
Target sequence (O95398 whole entry, looked up): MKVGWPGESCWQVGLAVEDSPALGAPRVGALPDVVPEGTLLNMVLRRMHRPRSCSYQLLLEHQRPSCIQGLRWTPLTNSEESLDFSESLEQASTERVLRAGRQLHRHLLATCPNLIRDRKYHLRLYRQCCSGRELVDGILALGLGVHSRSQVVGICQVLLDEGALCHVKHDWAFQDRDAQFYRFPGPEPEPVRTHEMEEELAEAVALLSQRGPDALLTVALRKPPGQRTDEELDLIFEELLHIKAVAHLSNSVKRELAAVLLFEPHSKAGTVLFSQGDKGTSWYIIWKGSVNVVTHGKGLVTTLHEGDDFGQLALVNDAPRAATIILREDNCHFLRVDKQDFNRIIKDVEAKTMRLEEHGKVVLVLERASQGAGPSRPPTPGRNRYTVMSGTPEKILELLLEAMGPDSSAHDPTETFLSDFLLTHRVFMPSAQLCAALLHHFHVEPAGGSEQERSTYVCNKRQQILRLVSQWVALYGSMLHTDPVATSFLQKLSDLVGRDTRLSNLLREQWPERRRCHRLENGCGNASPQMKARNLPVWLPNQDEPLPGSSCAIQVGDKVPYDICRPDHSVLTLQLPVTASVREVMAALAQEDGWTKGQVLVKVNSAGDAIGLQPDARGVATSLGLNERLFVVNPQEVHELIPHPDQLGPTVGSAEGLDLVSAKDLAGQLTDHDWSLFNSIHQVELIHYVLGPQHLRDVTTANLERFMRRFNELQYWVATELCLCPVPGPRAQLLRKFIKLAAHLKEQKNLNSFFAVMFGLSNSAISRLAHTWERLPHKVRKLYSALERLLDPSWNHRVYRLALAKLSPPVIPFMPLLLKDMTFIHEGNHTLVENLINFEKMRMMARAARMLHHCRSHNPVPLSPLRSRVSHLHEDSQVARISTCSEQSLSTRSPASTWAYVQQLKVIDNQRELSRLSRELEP
aSyn rescue: rescues yeast growth from alpha-synuclein toxicity | Yeast expressing alpha-synuclein, growth rescue, BacTiter-Glo, 24 h | Potency, µM (series often up to 46.1 µM), for inactives: at the top dose growth rescue (activation), most hits filed as activators | hit rate 0.14% among 370,000; also: % of control where 0% means no effect; nearly all actives have a fitted effect of over 65% in size
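Readout is rescue of growth in alpha-synuclein-expressing yeast, so inhibitors of toxicity appear as activators. Growth after 24 hr at 30 deg C in galactose medium is quantified by luminescence.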
PTHR1 ag: activates the human parathyroid hormone receptor PTHR1; AID 743266; Q03431; Potency, µM (titrated, usually from 115 µM), inactives show top-dose activation, hits mostly activators; hit rate 0.075% among 410,000; HEK293 GP2 PTHR1 cells, GloSensor cAMP luminescence, 1 h; also: nearly all actives have a fitted effect of over 55% in size; some results filed as inactive show a strong effect at the top dose; inactives centre near -15; many of its hits are not listed in these tables
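HEK-293-derived GP2 cells expressing PTHR1 and a GloSensor cAMP reporter, 3,000/well, plated overnight, given luciferin plus IBMX (each 0.5 mM as added) for 1 h at 37 °C, then compound for 1 h at 37 °C. Luminescence was read after 15 min at room temperature.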
EPAC1 agonist: activates human EPAC1 exchange factor; EPAC1 agonist qHTS, biochemical assay; response scale: 100% = response to 6.5 mM cAMP; Potency, µM (top dose mostly 154 µM), inactives show top-dose activation, most hits filed as activators; hit rate 0.073% among 360,000; also: nearly all actives have a fitted effect of over 60% in size
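Read-out is the fluorescence drop as BODIPY-GDP leaves Rap1B (480 nm excitation, 540 nm emission), recorded every 5 minutes over 30 minutes. Reactions held 100 nM EPAC1, 250 nM Rap1B–BODIPY-GDP and 50 uM GDP, with 6.5 mM cAMP setting full activation.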
An asterisk follows results filed as active; i = inactive; ? = inconclusive; · = not tested or not shown; & = joins results of further samples; [ ] = dose if it differs, or a comment. Calls follow the shape of the dose curve; as a rule, active = well fitted curve in the direction sought with a large enough effect; inconclusive = small, poorly fitted or top-dose-only effect, or another doubt; inactive = no such curve, though single readings can be large; an effect the other way counts as inactive or inconclusive. Potency is read from the fitted curve at half-maximal effect. An excerpt. The share of hits here may be higher or lower than overall.

Keys: A = EPAC2 antag; B = FUS yeast rescue; C = EPAC2 ag; D = TDP-43 yeast inh; E = EPAC1 antag; F = aSyn rescue; G = PTHR1 ag; H = EPAC1 agonist
COc1ccc(CN2CCC(n3nccc3NC(=O)c3ccc4c(c3)OCO4)CC2)cc1C
  A = 0%; B = 10%; C = 6%; D = -1%; E = 22%; F = 4%; G = i; H = -9%
CN(Cc1ccccc1)C(=O)[C@@H]1CCCN1C(=O)[C@@H]1CCCN1C(=O)c1c(F)cccc1F
  A = 8%; B = -3%; C = 6%; D = 22%; E = -21%; F = -5%; G = -7%; H = -8%
O=[N+]([O-])c1ccc(S(=O)(=O)Nc2ccc(-c3ccccc3)cc2)cc1
  A = -18%; B = -12%; C = -1%; D = 0%; E = -13%; F = 5%; G = -46%[inhibitor]; H = ?
CCCCC(=O)Oc1ccccc1C1SCc2cc(C)c(C)cc2CS1
  A = 8%; B = 13%; C = -5%; D = -11%; E = -7%; F = -9%; G = -44%[inhibitor]; H = -9%
Cc1[nH]nc2c1C(CC(C)C)C(C#N)=C(N)O2 (centres undefined)
  A = 11%; B = -1%; C = -3%; D = -19%; E = 18%; F = 2%; G = i; H = -7%
CCCCOc1ccc(C(=O)Nc2ccc(S(=O)(=O)Nc3cc(C)on3)cc2)cc1OC
  A = -2%; B = 15%; C = 6%; D = -1%; E = -3%; F = -4%; G = -19%[57.5 µM]; H = -1%
CCOc1ccc(NS(=O)(=O)c2ccc(C(=O)N(C)CCc3ccc(OC)c(OC)c3)cc2)cc1
  A = 13%; B = ·; C = 3%; D = 11%; E = 13%; F = -1%; G = -7%; H = 4%
COc1cccc(C2=NOC(C(=O)NCc3ccccn3)C2)c1 (centres undefined)
  A = -6%; B = 10%; C = 6%; D = -12%; E = -1%; F = 0%; G = i; H = 7%
C/C(CC(=O)NC1CCCCCC1)=N\NC(=O)c1cnccn1
  A = 0%; B = 27%; C = 2%; D = -16%; E = 15%; F = -1%; G = i; H = -6%
COc1cccc(C(O)c2nccn2Cc2ccccc2)c1OC (centres undefined)
  A = 3%; B = -25%; C = 2%; D = 8%; E = -2%; F = 1%; G = i; H = 2%
CCCNC(=O)c1cc(C2CCCN(S(=O)(=O)c3cccc4cccnc34)C2)on1 (centres undefined)
  A = 23%; B = -7%; C = 2%; D = 22%; E = 6%; F = 9%; G = -4%; H = -9%
COc1cccc(NC(=O)C(OC(=O)c2ccccc2NS(=O)(=O)c2cccs2)c2ccccc2)c1 (centres undefined)
  A = -11%; B = 14%; C = 10%; D = -16%; E = 16%; F = -8%; G = -4%; H = 9%
CCCCCCSc1ccc(-c2nc3ccc(Cl)cn3c2NCc2ccccc2)cc1
  A = 15%; B = -18%; C = 8%; D = 8%; E = -11%; F = -2%; G = -25%; H = -2%
Cn1c2c(c(=O)n(C)c1=O)CN(Cc1ccco1)CN2
  A = 8%[57.1 µM]; B = -27%; C = -8%; D = 4%; E = 16%; F = -19%; G = i; H = -7%
COc1ccc(S(=O)(=O)Nc2cc3c4c(c2)CCN4C(=O)CC3)cc1C
  A = -18%; B = 0%; C = -5%; D = -12%; E = -20%; F = -2%; G = i; H = 10%

Continued:
Keys: A = EPAC2 antag; B = FUS yeast rescue; C = EPAC2 ag; D = TDP-43 yeast inh; E = EPAC1 antag; F = aSyn rescue; G = PTHR1 ag; H = EPAC1 agonist
COCCn1cnnc1SCC(=O)Nc1cccc(S(=O)(=O)N(C)c2ccccc2)c1
  A = -7%; B = 5%; C = 11%; D = -11%; E = 4%; F = 0%; G = -13%; H = 4%
CC(C)CSc1nc2ccccc2[nH]1
  A = -11%; B = -32%; C = 10%; D = 13%; E = -11%; F = 4%; G = -55%[inhibitor]; H = -2%
CCSC(C)CC1C/C(=N/O)c2c(CC)noc2C1 (centres undefined)
  A = 0%; B = 12%; C = 4%; D = 13%; E = 0%; F = 0%; G = i; H = 8%
C=CCNC(=S)NC(=O)c1ccc(C)c(Br)c1
  A = -7%; B = 15%; C = 7%; D = ?; E = -24%; F = -1%; G = -25%; H = 6%
CC(=O)Nc1ccc(C(C#N)=Cc2ccc(N(C)CCC#N)cc2)cc1
  A = 11%; B = 28%; C = 19%; D = 24%; E = -6%; F = -11%; G = -18%; H = -7%
COc1ccccc1S(=O)(=O)N1CCN(S(=O)(=O)c2cccs2)CC1
  A = -11%; B = 10%; C = 15%; D = -4%; E = 1%; F = -6%; G = i; H = 12%
O=C1C2C3CCCC3=C3CCCC3C2C(=O)N1c1ccc(Cl)cc1 (centres undefined)
  A = 18%; B = -37%; C = ?; D = 14%; E = 3%; F = 3%&-7%; G = i; H = 6%
CCn1c(O)c(C=Nc2ccccc2)oc1=S
  A = 1%; B = 13%; C = 7%; D = 11%; E = 7%; F = -12%; G = i; H = -1%
O=C(COC(=O)Cc1cccc(C(F)(F)F)c1)NCc1ccco1
  A = -24%; B = -4%; C = 0%; D = 6%; E = -6%; F = 13%; G = -16%; H = 2%
O=C(O)c1ccc(N/N=C/c2c(F)cccc2Cl)cc1
  A = 40µM*; B = -3%; C = -7%; D = -69%[inhibitor]; E = 11%; F = 8%; G = -40%[inhibitor]; H = -7%
CC1=CC(C)(C)N(C(=O)CNC2CCCC2)c2cc(C)ccc21
  A = 4%; B = -16%; C = 4%; D = -12%; E = 19%; F = -4%; G = -3%; H = 4%
Cc1ccc(-n2nc(C)c3c2OC(N)=C(C#N)C3c2ccccc2F)cc1 (centres undefined)
  A = -16%; B = 14%; C = -3%; D = 1%; E = -16%; F = -1%; G = -85%[inhibitor][57.5 µM]; H = 6%
Nc1nc(SCc2ccccc2)[nH]c(=O)c1-c1ccccc1
  A = 5%; B = -6%; C = 11%; D = -17%; E = -3%; F = 1%; G = 0%[57.5 µM]; H = 10%
Clc1ccc2nc(C(Cl)(Cl)Cl)[nH]c2c1
  A = 0%; B = -10%; C = 10%; D = 12%; E = 4%; F = 2%; G = i; H = 4%
CCc1ccc(NC(=S)NCC2CCCN2CC)cc1 (centres undefined)
  A = 9%; B = -7%; C = 0%; D = 9%; E = -12%; F = 1%; G = i; H = -8%

Five compounds drawn at random from those above, as already listed:
Keys: A = EPAC2 antag; B = FUS yeast rescue; C = EPAC2 ag; D = TDP-43 yeast inh; E = EPAC1 antag; F = aSyn rescue; G = PTHR1 ag; H = EPAC1 agonist
CCc1ccc(NC(=S)NCC2CCCN2CC)cc1 (centres undefined)
  A = 9%; B = -7%; C = 0%; D = 9%; E = -12%; F = 1%; G = i; H = -8%
CC1=CC(C)(C)N(C(=O)CNC2CCCC2)c2cc(C)ccc21
  A = 4%; B = -16%; C = 4%; D = -12%; E = 19%; F = -4%; G = -3%; H = 4%
Clc1ccc2nc(C(Cl)(Cl)Cl)[nH]c2c1
  A = 0%; B = -10%; C = 10%; D = 12%; E = 4%; F = 2%; G = i; H = 4%
O=C(COC(=O)Cc1cccc(C(F)(F)F)c1)NCc1ccco1
  A = -24%; B = -4%; C = 0%; D = 6%; E = -6%; F = 13%; G = -16%; H = 2%
O=C(O)c1ccc(N/N=C/c2c(F)cccc2Cl)cc1
  A = 40µM*; B = -3%; C = -7%; D = -69%[inhibitor]; E = 11%; F = 8%; G = -40%[inhibitor]; H = -7%

New compounds follow.
Keys: A = EPAC2 antag; B = FUS yeast rescue; C = EPAC2 ag; D = TDP-43 yeast inh; E = EPAC1 antag; F = aSyn rescue; G = PTHR1 ag; H = EPAC1 agonist
N#CCCN(Cc1cccnc1)C(=O)Nc1ccc(Cl)c(Cl)c1
  A = -3%; B = 3%; C = -8%; D = 10%; E = 12%; F = 1%; G = i; H = 3%
CC12CCC3c4ccc(O)cc4CCC3C1CC(=NO)C2O (centres undefined)
  A = -3%; B = ·; C = 13%; D = -2%; E = -1%; F = -3%; G = -20%; H = -5%
CC(c1cccnc1)N(CCN(C)C)C(=O)Nc1ccc(Cl)cc1 (centres undefined)
  A = -14%; B = 1%; C = 2%; D = -17%; E = 8%; F = 2%; G = i; H = -11%
COc1ccnc(CSC(N)=Nc2cccc(C(F)(F)F)c2)c1
  A = -3%; B = ·; C = 4%; D = 18%; E = -7%; F = -17%; G = -16%; H = 2%
c1cc2c3c(cccc3c1)C(N1CCOCC1)=N2
  A = -1%; B = -5%; C = -4%; D = 6%; E = -3%; F = -5%; G = i; H = 11%
CCCC(=O)Nc1ccc(Cl)c(NC(=O)c2cccnc2)c1
  A = 2%; B = -9%; C = 1%; D = 12%; E = 1%; F = -8%; G = i; H = 1%
Cc1cc(C)nc(NC(=NCCc2c[nH]c3ccccc23)NC(=O)C(C)(C)C)n1
  A = -11%; B = 31%; C = 20%; D = -15%; E = 4%; F = -10%; G = i; H = 9%
CC(=O)N1CCN(c2ccc(NCc3ccc(C(C)C)cc3)cc2)CC1
  A = 4%; B = ?; C = -2%; D = 15%; E = 18%; F = -3%; G = -35%; H = -3%
COC(=O)c1ccc2nc(-c3ccco3)c(Cc3ccccc3C(F)(F)F)n2c1
  A = 15%; B = 26%; C = -7%; D = 13%; E = 8%; F = 5%; G = i; H = -1%
COc1ccc(Cc2noc(CN3CCN(Cc4csc(C)n4)CC3)n2)cc1OC
  A = 2%; B = -12%; C = -9%; D = 1%; E = 13%; F = 2%; G = i; H = -10%
CCCN(CCC)CCNC(=O)c1cc2c(-c3ccc(Cl)cc3)nn(C)c2s1
  A = -4%; B = 12%&14%; C = -2%; D = -2%&-25%; E = -17%; F = 1%; G = ?; H = -7%
CCc1ccc(CN2CCN(C(=O)c3cccc(OC)c3OC)CC2)cc1
  A = 6%; B = 18%; C = -1%; D = -10%; E = 1%; F = -5%; G = -29%; H = -10%
CN(C(=O)CSc1nnc(-c2ccco2)n1Cc1ccccc1)C1CCS(=O)(=O)C1 (centres undefined)
  A = 3%; B = -5%; C = 4%; D = 19%; E = 2%; F = 1%; G = -11%; H = 10%
COc1ccc(-c2nnc(Sc3nc4ccccc4o3)c3ccccc23)cc1
  A = -1%; B = 14%; C = 9%; D = 2%; E = -9%; F = 5%; G = -18%[57.5 µM]; H = 9%
O=C(Cc1ncc(C(F)(F)F)cc1Cl)N1CCN(c2ccccn2)CC1
  A = -3%; B = 4%; C = 7%; D = -5%; E = -5%; F = 0%; G = i; H = 11%
O=C(Nc1ccc(S(=O)(=O)NC2=NCCCCC2)cc1)c1ccccc1Cl
  A = 8%; B = -8%; C = 3%; D = 4%; E = 15%; F = 15%; G = i; H = 0%
COCC(C)NCc1ccccc1C (centres undefined)
  A = 5%; B = -6%; C = 2%; D = 4%; E = -5%; F = 3%; G = i; H = 3%
COc1ccc(C(=O)c2oc3ccccc3c2NC(=O)c2ccc(F)cc2)cc1
  A = ·; B = -13%; C = ·; D = 7%; E = ·; F = 0%; G = -25%; H = ·
